Bioassay records: PubChem BioAssay, several laboratories
K1F lysis inhibition = protection from phage-mediated lysis, alamar blue read-out – E. coli UTI89, K1F phage, bacterial capsule biogenesis inhibitors (AID 488966) | 340,000 compounds, 0.02% hits | E. coli UTI89 K1F phage lysis, alamar blue, 2 h; higher % means a stronger effect | inhibition, % at 100 µM; hits with a dose series show IC50 in µM;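 active = phage lysis inhibition, versus mean bacterial control, above a set limit; inconclusive = no clear call, values can overlap the other calls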;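 also: capsule biogenesis inhibitors block K1F phage lysis so surviving cells raise fluorescence; higher fluorescence means more inhibition of phage lysis; actives were called in the ten point dose series up to 300 µM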
Large T inhibition = SV40 large T antigen inhibitors, biochemical (AID 1903). 310,000 compounds, 0.39% hits. inhibition, % at 20 µM; hits with a dose series show IC50 in µM. SV40 large T antigen ATPase/helicase inhibition assay; higher % means a stronger effect; in the data active = a potency from the dose series; inconclusive = inhibition mostly from about 32% at the one dose, without a potency; inactive = the rest, 99 in 100 with inhibition below about 32%; also: strong numbers were not always called active
NTR1 agonist = NTR1-driven beta-arrestin-GFP spot formation – imaging, U2OS cells, high content, primary screen (AID 493036); agonist mode; activation, % at 20 µM; 330,000 compounds, 0.17% hits;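 active = activation at or above 40% of the spot to cytoplasm intensity ratio, with at least 20 cells analyzed; inconclusive = wells under 20 cells, flagged as cytotoxic or low count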;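 also: 0% = DMSO without peptide and 100% = 100 nM NTR1 peptide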
Target sequence (P30989 whole entry, looked up): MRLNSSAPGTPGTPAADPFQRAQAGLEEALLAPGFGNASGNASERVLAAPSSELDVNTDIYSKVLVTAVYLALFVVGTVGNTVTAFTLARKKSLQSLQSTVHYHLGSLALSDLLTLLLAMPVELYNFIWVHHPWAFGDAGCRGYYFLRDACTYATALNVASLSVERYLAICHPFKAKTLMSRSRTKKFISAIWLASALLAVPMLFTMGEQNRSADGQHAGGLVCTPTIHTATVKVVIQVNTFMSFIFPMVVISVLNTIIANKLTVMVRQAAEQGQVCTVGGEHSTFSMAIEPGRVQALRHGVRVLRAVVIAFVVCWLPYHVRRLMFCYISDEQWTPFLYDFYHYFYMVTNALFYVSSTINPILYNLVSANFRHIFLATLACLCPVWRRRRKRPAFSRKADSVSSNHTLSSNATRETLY
Myeloid diff MLP = myeloid differentiation induction; ER-HoxA9 myeloid progenitors, lysozyme-GFP differentiation, flow cytometry; calls only at 10 µM; 360,000 compounds, 1% hits;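 active = normalized GFP-positive differentiation at or above the plate's own cutoff, the solvent-only control mean plus 3 SD; inconclusive = no clear call, values can overlap the other calls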;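 also: cells exposed to compound for four days before flow analysis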
RSV CPE inhibition = RSV antiviral activity via CPE protection, HEp-2 cells, primary 10 µM value included (AID 2391); 310,000 compounds, 0.13% hits; HEp-2 cells, RSV-induced CPE inhibition; higher % means a stronger effect; one-dose CPE inhibition, % at 10 µM; IC50 in µM for titrated hits; in the data active = a potency from the dose series; inconclusive = CPE inhibition mostly from about 23% at the one dose, without a potency; inactive = the rest, 99 in 100 with CPE inhibition below about 21%; also: strong numbers were not always called active
TNAP activators = stimulation of alkaline phosphatase TNAP activity – biochemical, luminescent, no phosphate acceptor, uHTS, primary screen (AID 1001) | purified TNAP, luminescent activation assay, no phosphate acceptor; higher activation fold means a stronger effect | one-dose activation fold at 20 µM; EC50 in µM for titrated hits | 200,000 compounds, 0.03% hits; in the data active = activation fold from about 3, or a potency from the dose series; inactive = the rest, 99 in 100 with activation fold below about 1.6; also: many of its hits are not listed in these tables
Salmonella PhoP GFP = PhoP-dependent GFP reporter repression – Salmonella Typhimurium, primary screen (AID 1863); S. Typhimurium PhoP-regulated promoter GFP reporter, 4 h; higher % means a stronger effect; one-dose inhibition, % at 50 µM; IC50 in µM for titrated hits; 300,000 compounds, 0.16% hits;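 active = inhibition over 29.93%, a cutoff 3 SD above the screen mean, later confirmed by dose response; inconclusive = inhibition over 29.93% but no dose response follow-up; inactive = inhibition at most 29.93% or unconfirmed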;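 also: 0% = low Mg2+ inducing control and 100% = high Mg2+ repressing control; strong numbers were not always called active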
T cell HTS = T cell immune modulation candidate; 2C CD8+ T cell-vesicle binding, flow cytometry; hits give low values; calls only at 7 µM; 330,000 compounds, 0.068% hits; AID 2052;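 active = response, share of CD8 T cells binding vesicles, and their 90th percentile fluorescence all below set limits, cut at about 80% in these data, passing the limit was not always enough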
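Incubation: binding step 1.5 h, 37 °C, antibody labelling 20 min, ice; system: murine 2C transgenic CD8+ T lymphocytes; technique: cytometric PE anti-B7-1 and Alexa647 anti-CD8 signals after 1% paraformaldehyde fixation; also added: QL9-charged Drosophila Ld/ICAM-1/B7-1 vesicles; control set: naked versus QL9-loaded vesicles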
Rac1 GTP hydrolysis = MgcRacGAP GTPase-activating activity inhibitors, confirmation, biochemical, ADP Hunter fluorescence; MgcRacGAP-stimulated Rac1 GTP hydrolysis, ADP Hunter fluorescence; higher % means a stronger effect; GST-tagged Rac1 F28L mutant substrate; one-dose inhibition, % at 30 µM; IC50 in µM for titrated hits; 340,000 compounds, 0.6% hits;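 active = first-screen hits whose inhibition reached a set limit at any dose in the follow-up dose series; inconclusive = inhibition above the set first-screen limit but never retested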;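 also: fluorescence reports GDP produced by GAP-driven GTP hydrolysis; strong numbers were not always called active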
T cell HTS vesicle-bound % = recorded beside T cell HTS, whose call it bears; double positive events, %; measured here: CD8+ vesicle-bound cell fraction;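 binding gate set so that unloaded-vesicle control wells show 10% double positive cells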
NTR1 agonist cell count 20 µM = further read-out of NTR1 agonist, marked with its call; cell count; measured here: cell count, cytotoxicity flag
Myeloid diff MLP GFP+ MAC1+ % = second read-out of Myeloid diff MLP, no call of its own (marks repeat the call); GFP+ MAC1+ double positive, %; measured here: differentiation confirmed by MAC1 staining
The depositor's hits bear a star; i = inactive; ? = inconclusive; . = not tested or not shown; + = active, no number; & = joins results of further samples; [ ] = remark or other dose.

SMILES	K1F lysis inhibition	Large T inhibition	NTR1 agonist	NTR1 agonist cell count 20 µM	Myeloid diff MLP	Myeloid diff MLP GFP+ MAC1+ %	RSV CPE inhibition	TNAP activators	Salmonella PhoP GFP	T cell HTS	T cell HTS vesicle-bound %	Rac1 GTP hydrolysis
O=C(Nc1ccccn1)c1ccc([N+](=O)[O-])o1	-0.8%	6%	-0.1	77	i	0.5	1.7%	1.1	-17%	i	59	1%
C[C@H](CO)N1C[C@H](C)[C@@H](CN(C)C(=O)Nc2ccccc2)Oc2c(NS(=O)(=O)c3cccs3)cccc2C1=O	2.2%	.	-0.5	48	i	1.2	.	.	.	i	46	7%
Cc1ccc(S(=O)(=O)N2CCCCC2)cc1NC(=O)c1nn(C)c(=O)c2ccccc12	1.0%[50 µM]	.	3.9	50	i	0.4	.	.	.	.	.	6%
COc1ccc(OC)c(-n2c(=O)c3ccccc3c3ccccc3c2=O)c1	2.2%	1%	4.1	55	i	0.7	-0.5%	0.9	-7%	i	21	27%
CCOC(=O)C1=CC[C@@H](c2ccccc2Cl)N(S(=O)(=O)c2ccc(C)cc2)[C@H]1C(=O)OCC	1.8%	.	1.3	47	i	0.7	4.7%	.	.	i	28	7%
CCc1cccc(C)c1NS(=O)(=O)Cc1ccccc1	0.7%	6%	0.8	55	i	0.4	1.8%	.	5%	i	64	8%
CCC1CCCCN1C(=O)CSC1=NN2CCCC(=O)N=C2S1 (stereo not given)	0.1%	16%	-0.8	55	i	0.5	0.1%	.	.	i	33	7%
CN(C)N(Cc1ccccc1)C(=O)C(O)(c1ccccc1)c1ccccc1	0.1%	4%	-0.3	54	i	0.3	0.0%	.	-2%	i	39	9%
CCOCCCn1c(SCC(=O)NC(C)(C)C)nc2ccccc2c1=O	0.0%	3%	6.5	79	i	1.0	1.9%	1.1	8%	i	15	1%
COc1ccc(NC(=O)CN2CCN(c3ccc(C)cc3C)CC2)cc1	-0.3%	9%	0.9	63	i	0.3	6.2%	.	-1%	i	53	-1%
O=C(Nc1nnc(C2CCCCC2)s1)C1CC(=O)N(c2ccc(F)cc2)C1 (stereo not given)	0.3%	2%	5.4	42	.	.	14%	.	4%	i	25	3%
CC(C)Cn1c(N)c(C(=O)COC(=O)c2cc(-c3ccco3)nc3ccccc23)c(=O)n(C)c1=O	-1.2%	0%&57%	0.0	92	+	7.4*	0.1%	1	7%	i	50	8%
CCC(C)Sc1nnc(Cc2cc(=O)[nH]c(=O)[nH]2)n1-c1ccc(F)cc1 (stereo not given)	-0.9%	9%	-0.7	51	i	2.9	1.0%	1	1%	i	41	7%
Cc1ccc2cc(CN(CC3CCCO3)S(=O)(=O)c3ccc4c(c3)OCCO4)c(=O)[nH]c2c1C (stereo not given)	1.3%	.	-0.4	40	i	9.9	-0.8%	.	.	i	22	4%
COc1ccc([C@@H]2[C@@H]3C(=O)N(C(C)(C)C)C(=O)[C@@H]3[C@]3(Cc4ccc(Cl)cc4)C(=O)N(c4ccc(C)cc4)C(=O)N23)cc1	2.9%	13%	5.8	89	i	2.0	1.8%	.	-2%	i	41	8%
Cc1ccc(C(=O)NC(=S)NNC(=O)c2ccc([N+](=O)[O-])cc2)cc1	-0.2%	20%	2.8	77	i	1.2	0.7%	.	-4%	i	53	-9%
CC(=O)Nc1ccc(NS(=O)(=O)c2ccc(Cl)c(C(=O)O)c2)cc1	3.7%	11%	0.7	58	i	14	0.1%	1.1	-1%	i	39	-1%
CCN(CC)CCCN(Cc1cc2cc3c(cc2[nH]c1=O)OCO3)C(=S)Nc1ccc(OC)cc1	-1.6%	13%	1.8	37	i	1.1	-2.3%	1	2%	i	50	15%
Clc1cccc(Oc2cnns2)c1Cl	0.1%	1%	-0.1	59	i	0.6	1.8%	1	-2%	i	56	3%
COc1ccc(O)c(C(=O)c2cnc3c(c2)c(C)nn3CCO)c1	0.0%	7%	0.3	46	i	1.2	1.8%	.	0%	i	48	-1%
Cc1cc2c3c(c1)C1(SCC(=O)N1c1ccc(F)cc1)C(=O)N3C(C)(C)CC2C (stereo not given)	0.2%	-1%	8.7	82	i	2.2	.	1.1	21%	i	14	8%
O=S(=O)(c1ccc(F)cc1)N1CCN(CCc2ccccc2)CC1	-1.7%	4%	2.5	66	i	1.3	?	.	3%	i	54	18%
Cc1ccccc1Cc1c(C)nc2c(C(=O)NCc3ccco3)cnn2c1C	1.8%	20%	3.2	53	i	0.7	3.7%	0.9	11%	i	49	11%
CCOc1cccc(C(=O)N2CCCN(C)CC2)c1	2.4%	17%	0.6	57	i	0.2	0.1%	.	3%	i	57	3%
Cc1ccc2nc(NC(=O)c3cc(-c4ccco4)nc4ccccc34)sc2c1	3.5%	4%	-1.5	34	i	0.5	9.2%	1	-24%	i	34	3%
COC(=O)C1=CN(CC2CCCO2)C=C(C(=O)OC)C1c1ccsc1 (stereo not given)	0.1%	2%	-1.1	67	i	1.0	0.2%	1.1	1%	i	42	1%
O=C(Cc1ccc(Cl)cc1Cl)NCC1(N2CCOCC2)CCCCC1	-0.2%	8%	-0.7	67	i	1.7	-0.8%	1.1	-5%	i	40	-5%
CSc1ccccc1C(=O)NCC(c1ccco1)N1CCCCC1 (stereo not given)	-1.8%	3%	2.5	47	i	0.1	-2.4%	1.1	10%	i	56	1%
Cc1oc(-c2cccs2)nc1CSCC(=O)NC1CC1	2.6%	5%	0.1	82	i	0.5	0.1%	1	-6%	i	21	1%
O=S(=O)([N-]c1nc2ccccc2nc1-[n+]1ccc(Cc2ccccc2)cc1)c1ccc(Br)s1	-0.1%	23%	2.9	42	i	0.5	-2.3%	.	-8%	i	22	14%
CCCN(CC(=O)Nc1ccccc1C)C(=O)CCCc1c[nH]c2ccccc12	0.0%[50 µM]	.	-0.8	61	i	0.2	-0.1%	.	.	i	29	8%
O=C(O)CCC(=O)NCc1ccc(F)cc1	4.7%	9%	-1.9	63	i	5.9	1.7%	1	-4%	i	55	7%
O=S(=O)(NCCO)c1ccc2c(c1)Cc1cc(S(=O)(=O)NCCO)ccc1-2	0.1%	3%	1.3	48	i	0.5	0.6%	.	-4%	i	8	8%
COc1ccc(OC)c(NC(=O)CCC(=O)Nc2nnc(C(C)C)s2)c1	-0.2%	2%	-0.1	55	i	2.0	-0.6%	.	13%	i	28	-4%
Cc1ccc(Nc2ncnc3c2cnn3C)cc1	0.0%	.	-0.4	81	i	0.2	0.3%	1	.	i	58	5%
COc1cccc2sc(N(C)c3ccccc3)nc12	0.6%	-1%	0.2	80	i	0.7	6.1%	1.1	-7%	i	56	8%
COc1cc(C(=O)Nc2cc3c(cc2N2CCCCC2)n(C)c(=O)n3C)cc(OC)c1OC	-0.2%	13%	1.9	67	i	2.2	5.4%	.	-4%	i	18	11%
Cn1ccnc1C(=O)c1ccccc1Cl	-0.6%	2%	-0.1	59	i	1.2	1.0%	.	6%	i	36	8%
CCN1CCN(c2nc3c(c(=O)[nH]c(=O)n3C)n2CCCc2ccccc2)CC1	i	22%	1.3	53	i	0.3	-0.8%	1	-3%	i	55	3%
CCOC(=O)c1sc(=S)n(-c2ccccc2)c1N(C(C)=O)C(C)=O	0.0%	25%	0.1	52	i	0.1	-0.1%	1.1	-7%	i	61	10%
O=C(Nc1ccc(Cl)cc1)Nc1nnc(SCc2ccc(Cl)cc2)s1	0.0%	4%	2.1	88	i	0.1	0.1%	1.1	3%	i	8	5%
Cc1ccc(OCC(=O)Nn2c(C)nc3ccccc3c2=O)c(C(C)C)c1	0.2%	1%	-0.6	50	i	6.1	-0.7%	1.1	-15%	i	50	9%
O=C1C2CCCN2C(c2ccc(F)cc2)N1c1nccs1 (stereo not given)	0.1%	10%	-0.6	96	i	0.5	0.3%	1.1	14%	i	24	3%
CCOC(=O)c1sc(N(Cc2ccccc2)C(=O)CSc2ncn[nH]2)nc1C	0.0%	14%	7.4	67	i	1.0	6.5%	0.9	-3%	i	58	8%
O=C1Nc2ccccc2C1(O)Cc1ccncc1 (stereo not given)	0.2%	-2%	-1.5	31	i	0.7	0.8%	1.1	-9%	i	37	7%
COc1cc(C2CC(=O)c3c([nH]c(C(=O)OCCOC(C)C)c3C)C2)cc(OC)c1OC (stereo not given)	4.8%	3%	1.7	51	?	.	0.8%	1.1	0%	i	68	3%
Cc1cc(NC(=O)c2cc(-c3ccc(C)s3)nc3ccccc23)no1	0.5%	7%	-1.2	107	i	1.5	1.5%	1.2	3%	i	35	7%
O=C(C1CCCCC1)N1CCN=C1SCc1cccc([N+](=O)[O-])c1	-0.1%	0%	1.3	46	i	0.5	4.0%	1	-1%	i	61	3%
COCCCNC(=O)C[C@H]1C[C@H](C(=O)N2CCCCC2)[C@@]2(CCc3ccccc3)c3[nH]c4cc(CCC(=O)N(C)C)ccc4c3CCN2C1=O	0.1%	.	1.1	71	i	1.7	.	.	.	.	.	-1%
Cc1nn(CCCC(=O)NCc2ccccc2)c(C)c1[N+](=O)[O-]	1.5%[50 µM]	4%	-1.8	81	i	0.3	1.4%	1.2	-5%	i	30	9%
C/C(=N/OC(=O)c1ccccc1Br)c1ccc(C)cc1	0.3%	7%	1.6	68	i	1.4	2.0%	.	7%	i	30	6%
CC(=O)Nc1sc2c(c1C(c1ccccn1)N1CCCC1)CCCC2 (stereo not given)	-0.1%	4%	-0.5	56	i	0.5	1.2%	1.1	0%	i	59	2%
CC(/C=N/NC(=O)c1nn(C)c(C)c1Br)=C\c1ccccc1	0.3%[50 µM]	6%	2.9	57	i	1.2	5.5%	1.1	-16%	i	6	5%

Some of the entries above, set out differently.
compound | K1F lysis inhibition | Large T inhibition | NTR1 agonist | NTR1 agonist cell count 20 µM | Myeloid diff MLP | Myeloid diff MLP GFP+ MAC1+ % | RSV CPE inhibition | TNAP activators | Salmonella PhoP GFP | T cell HTS | T cell HTS vesicle-bound % | Rac1 GTP hydrolysis
O=C(Nc1ccc(Cl)cc1)Nc1nnc(SCc2ccc(Cl)cc2)s1 | 0.0% | 4% | 2.1 | 88 | i | 0.1 | 0.1% | 1.1 | 3% | i | 8 | 5%
Cc1ccc(OCC(=O)Nn2c(C)nc3ccccc3c2=O)c(C(C)C)c1 | 0.2% | 1% | -0.6 | 50 | i | 6.1 | -0.7% | 1.1 | -15% | i | 50 | 9%
